Screens (PubChem)
FEN1 inh = human FEN1 inhibition; P39748; Recombinant FEN1 flap cleavage, fluorescence, 15 min; Potency, µM (titrated, usually from 114 µM), inactives show at the highest dose activity change, negative = inhibition, actives largely listed as inhibitors; 390,000 tested, 0.35% active; active = well fitted inhibition curve with a large enough effect; inconclusive = small, poorly fitted or top-dose-only effect; inactive = no such curve, though single readings can be large or run the other way; also: nearly all actives have a fitted effect of over 65% in size
Target sequence (P39748 whole entry, looked up): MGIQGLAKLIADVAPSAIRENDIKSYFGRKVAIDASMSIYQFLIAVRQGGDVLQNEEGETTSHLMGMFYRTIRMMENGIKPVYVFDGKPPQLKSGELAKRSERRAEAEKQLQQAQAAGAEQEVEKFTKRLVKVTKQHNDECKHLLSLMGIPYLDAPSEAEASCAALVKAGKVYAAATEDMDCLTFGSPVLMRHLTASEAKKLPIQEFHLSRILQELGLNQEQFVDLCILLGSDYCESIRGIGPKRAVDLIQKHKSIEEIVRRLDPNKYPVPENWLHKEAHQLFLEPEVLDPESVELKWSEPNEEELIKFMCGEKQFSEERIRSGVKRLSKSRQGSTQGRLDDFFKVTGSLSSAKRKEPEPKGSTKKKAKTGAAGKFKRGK
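Nuclease activity of 10 nM FEN1 was measured after 15 min of room-temperature exposure to titrated compounds, by adding 50 nM flap substrate and reading plates at 0 and 15 min.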
Starred values were filed as active, the others as inactive. % is scaled to controls: 0 for no effect and ±100 for the full control effect; potency is read from the fitted curve at half-maximal effect. This is a subset. The share of hits here may be higher or lower than overall.

COc1ccc(C(=Cc2cc(OC)c(OC)cc2[N+](=O)[O-])C(=O)O)cc1 was read as FEN1 inh 5%.
`O=C(Cc1cccc(NC(=O)C2CCCN(C(=O)C3CCC3)C2)c1)Nc1cccc(C(=O)N2CCCCC2)c1` (stereo not given) gave FEN1 inh 14%.
COc1cc(C2c3cc4c(cc3OC(N3CCCC3)C2C)OCO4)cc(OC)c1O (stereo not given) was read as FEN1 inh -1%.
For CN(Cc1cc(Cl)cc(Cl)c1)CC(C(=O)c1ccccc1)c1ccccc1 (stereo not given) the results were FEN1 inh -19%.
`CCCCN(CCCC)c1ccc(/C=C2\C=Cc3ccccc32)cc1` gave FEN1 inh 5%.
Screening COc1ccc(-c2ccccc2)c2oc(-c3ccco3)cc(=O)c12 returned FEN1 inh -4%.
Screening N=C(N)c1ccc(N=Nc2c(O)ccc3c2[nH]c2ccccc23)cc1 returned FEN1 inh 28µM*.
Screening CC(=O)Nc1ccc(S(=O)(=O)N[C@@H](C)C(=O)OCC(=O)Nc2ccc3c(c2)OCCO3)cc1 returned FEN1 inh -1%.
`CCOC(=O)c1ccccc1OCc1cc(C2Nc3ccccc3C(=O)N2c2cccc3ccccc23)ccc1OC` (stereo not given) gave FEN1 inh -2%.
Screening CCN(c1ccccc1)S(=O)(=O)c1cccc(C(=O)N(C)CC(=O)Nc2ccc(F)c(F)c2F)c1 returned FEN1 inh -15%.
`CCN1CCN(S(=O)(=O)c2ccc(Cl)c(C(=O)N(C)Cc3ccc(C(C)(C)C)cc3)c2)CC1` gave FEN1 inh -12%.
`Cc1cc(NC(=O)CSc2nc(C3CC3)nc3sc4c(c23)CCC(C)C4)no1` (stereo not given) gave FEN1 inh -4%.
For CCCS(=O)(=O)c1ncc(Cl)c(C(=O)Nc2sc3c(c2C(=O)NCC)CCCC3)n1 the results were FEN1 inh 0%.
COc1ccc(N=c2nc(-c3ccc(C)cc3)n(-c3ccccc3)s2)cc1 was read as FEN1 inh 6%.
Screening CSc1ccc(/C=C2\C=C(C(O)c3ccc(SC)cc3)c3ccccc32)cc1 (stereo not given) returned FEN1 inh -28%.
`COc1ccc(CCNC(=O)c2ccccc2C(=O)NCCc2ccc(OC)cc2)cc1` gave FEN1 inh 20%.
For CN(C)c1ccc(/C=C2\C=Cc3ccccc32)cc1Br the results were FEN1 inh -24%.
N#Cc1ccc(C(=O)N(Cc2ccco2)Cc2cccs2)cc1 was read as FEN1 inh -13%.
Screening O=C(CNC(=O)C(c1ccccc1)c1ccccc1)OCC(=O)c1cccc2ccccc12 returned FEN1 inh -5%.
O=C(NN=Cc1c(O)ccc2ccccc12)C1CC1 was read as FEN1 inh -11%.
`Cc1ccc2c(c1)CCC2=O` gave FEN1 inh inconclusive.
C(=C\c1c[nH]c2ccccc12)/c1ccnc2ccccc12 was read as FEN1 inh -5%.
O=C(NCC1CCCO1)c1ccccc1NS(=O)(=O)c1ccc(Br)s1 (stereo not given) was read as FEN1 inh 0%.
`Cc1ccc(CNc2ncnc3[nH]ncc23)cc1` gave FEN1 inh -6%.
Screening COc1ccc(C2OCC(C)(C)CO2)cc1OC returned FEN1 inh -5%.
Screening COC(=O)c1ccc(COC(=O)CNC(=O)CNC(=O)c2ccc(OC)cc2)cc1 returned FEN1 inh 11%.
Screening CC(C)C[C@@H](CNCC(=O)[C@H](Cc1c[nH]c2ccccc12)NC(=O)c1[nH]cnc1C(=O)N[C@@H](C)CN)NC(=O)c1nc[nH]c1C(=O)N[C@@H](C)C(=O)O returned FEN1 inh -22%.
CCCn1nc(C(=O)Nc2cc(OCC)c(N3CCOCC3)cc2OCC)c2ccccc2c1=O was read as FEN1 inh 1%.
`CNC(=S)NNc1nc(-c2ccccc2)c2cc(Cl)ccc2n1` gave FEN1 inh -16%.
Screening COc1ccc(NS(=O)(=O)c2cccc(C(=O)NCc3ccccc3CN3CCOCC3)c2)cc1 returned FEN1 inh 7%.
Screening O=C(CN1CCCCC1)Nc1ccc(S(=O)(=O)c2ccc(NC(=O)CN3CCCCC3)cc2)cc1 returned FEN1 inh -5%.
For Cc1cc(/C=C2\C=Cc3ccccc32)cc(C)c1N the results were FEN1 inh -25%.
`O=C(Nc1cc(Cl)cc2c1-c1ccc(Cl)cc1C2O)C(Cl)Cl` (stereo not given) gave FEN1 inh -5%.
`NC(=O)/C(=C\c1ccco1)NC(=O)c1ccc(Br)o1` gave FEN1 inh 7%.
Nc1c(Cl)cnn(-c2ccccc2)c1=O was read as FEN1 inh 17%.
`Cn1c(=O)c2c(nc(CN3CCOCC3)n2CC(=O)c2ccccc2)n(C)c1=O` gave FEN1 inh -4%.
`C=CCNC(=O)C1CC2c3ccccc3C1c1ccccc12` (stereo not given) gave FEN1 inh -3%.
For N#Cc1nc(N)nc(N2CCCCC2)n1 the results were FEN1 inh -6%.
O=S(=O)(Nc1ccc(Nc2ccccc2)cc1)c1ccc(F)cc1 was read as FEN1 inh -4%.
CCCCn1c(N)c(N(CC(C)C)C(=O)CSc2nnc(C)n2-c2ccccc2)c(=O)[nH]c1=O was read as FEN1 inh -26%.

Reprinted at random: 3 entries already listed, in no set order.
`O=C(Nc1cc(Cl)cc2c1-c1ccc(Cl)cc1C2O)C(Cl)Cl` (stereo not given) gave FEN1 inh -5%.
Screening O=C(CN1CCCCC1)Nc1ccc(S(=O)(=O)c2ccc(NC(=O)CN3CCCCC3)cc2)cc1 returned FEN1 inh -5%.
For Cc1cc(/C=C2\C=Cc3ccccc32)cc(C)c1N the results were FEN1 inh -25%.

Other results follow:
For Cc1ccc(S(=O)(=O)N2CCC[C@H]2C(=O)OCC(=O)N2c3ccccc3NC(=O)C2(C)C)cc1 the results were FEN1 inh -10%.
Screening Nc1cc(C(F)(F)F)ccc1S(=O)(=O)Nc1cccc2c1NCCC2 returned FEN1 inh 3%.
For OC1CC2CCC(C1)N2CCCN1c2ccccc2Sc2ccc(Cl)cc21 (stereo not given) the results were FEN1 inh -4%.
For C/C=C(\C)NNC(=O)Cc1ccc(OC)cc1 the results were FEN1 inh 3%.
For Cc1c(Cn2cnc3c(cnn3C(C)(C)C)c2=O)cccc1C(F)(F)F the results were FEN1 inh 5%.
`CCOC(=O)Cn1nc(/C=C/c2ccc(OC)cc2)ccc1=O` gave FEN1 inh 0%.
CCN1C[C@@H]2[C@@H]3C(=O)N(C)C(=O)[C@@H]3[C@](Cc3ccccc3)(C1=O)N2C(=O)c1ccc(F)cc1 was read as FEN1 inh -1%.
`Cc1cc(C)cc(N2C(=O)C=CC2=O)c1` gave FEN1 inh -13%.
COc1cc(/C=C/C(=O)OCC(=O)N(CC(C)C)c2c(N)n(Cc3ccccc3)c(=O)[nH]c2=O)ccc1O was read as FEN1 inh -1%.
`N#C/C(C(N)=O)=C1/CCCN1Cc1ccccc1` gave FEN1 inh -1%.
Screening CC(C)N1CCSC1=S returned FEN1 inh -3%.
For O=C(CCCCn1cnc2c(=S)nc[nH]c21)Nc1ccc(C(=O)O)cc1 the results were FEN1 inh 12%.
CCOc1ccc(N2C(=O)CC(Sc3nc(O)c(CC)c(=O)[nH]3)C2=O)cc1 (stereo not given) was read as FEN1 inh -1%.
Screening CCC(=O)NC(C)C(c1cccs1)N1CCOCC1 (stereo not given) returned FEN1 inh 4%.
For CN(CCNC(=O)c1c[nH]c2c1ccc1ccccc12)CCNC(=O)c1c[nH]c2c1ccc1ccccc12 the results were FEN1 inh -5%.
For COc1ccc2nc3cc([N+](=O)[O-])ccc3c(NNc3ccc([N+](=O)[O-])cc3)c2c1 the results were FEN1 inh -6%.
Screening CC(=O)Nc1ccc(S(=O)(=O)O)c(OC(C)=O)c1 returned FEN1 inh -8%.
`Clc1nc(NCc2ccco2)c2ccccc2n1` gave FEN1 inh -21%.
For CN(Cc1ccccc1)c1ccc(/C=C/c2nc3ccccc3s2)cc1 the results were FEN1 inh 35µM*.
For O=C(O)CC1c2ccccc2CCN1S(=O)(=O)c1cccs1 (stereo not given) the results were FEN1 inh 6%.
For CN(CC(=O)NCCc1ccc(S(N)(=O)=O)cc1)CC(=O)Nc1ccc(Cl)c(C(F)(F)F)c1 the results were FEN1 inh 0%.
For Nc1ncnc2c(C3OC(CO)C(O)C3O)c[nH]c12 (stereo not given) the results were FEN1 inh -3%.
CC(C)C[C@@H](CNCC(=O)[C@H](CC(C)C)NC(=O)c1[nH]cnc1C(=O)N[C@H](CN)CC(C)C)NC(=O)c1nc[nH]c1C(=O)N[C@@H](Cc1ccccc1)C(=O)O was read as FEN1 inh -1%.
Screening CC(=O)C1CCC2C3CCC4CC(=O)CCC4(C)C3C(C)(O)CC12C (stereo not given) returned FEN1 inh -2%.
`CCOC(=O)c1ccccc1OC(=O)NNc1ccccc1` gave FEN1 inh -1%.
For CCCCCCCCN1[C@@H](CC(=O)O)c2ccc(/C=C/C(=O)O)cc2S1(=O)=O the results were FEN1 inh 16%.
`CCCCCCC[n+]1c(/C=C/c2ccc(N(C)C)cc2)sc2ccccc21` gave FEN1 inh 35µM*.
Screening COc1ccc(OCCCC(=O)OCC(=O)N2CCN(S(=O)(=O)c3ccc(C)cc3C)CC2)cc1 returned FEN1 inh -1%.
`COc1cccc(SCc2noc(C(=O)NCC3CC3)c2C(=O)NCC2CC2)c1` gave FEN1 inh 3%.
For CCN(C(=O)CSc1nnc(-c2ccccc2Cl)n1N)c1c(N)n(Cc2ccccc2)c(=O)[nH]c1=O the results were FEN1 inh -7%.
For Cc1onc(-c2ccccc2)c1C(=O)N[C@@H]1C(=O)N2C1SC(C)(C)[C@@H]2C(=O)O (stereo not given in full) the results were FEN1 inh -8%.
`O=C(CSc1ncccn1)NNC(=O)c1ccccc1` gave FEN1 inh -7%.
O=C(Cn1ccc([N+](=O)[O-])n1)NCc1ccccc1 was read as FEN1 inh 7%.
Nc1ccc2c(c1)Cc1cc(Cl)c(Cl)cc1-2 was read as FEN1 inh -2%.
Screening COc1ccc(-c2c3c(nc4sc(C(=O)Nc5ccccc5)c(N)c24)CCC3)cc1 returned FEN1 inh 1%.
Cc1ccccc1OCC(=O)NCC(=O)OCC(=O)c1ccc(F)cc1 was read as FEN1 inh -21%.
For CC(CNc1ccc(Cl)cc1)(CNc1ccc(Cl)cc1)[N+](=O)[O-] the results were FEN1 inh -6%.
CCc1ccccc1S(=O)(=O)Cc1ccc(C(=O)NC(C)C)o1 was read as FEN1 inh -13%.
`CC(C)N1CC(COc2ccccc2Cl)OC1=O` (stereo not given) gave FEN1 inh -8%.
For CC(C)(C)c1ccc(NC(=O)c2ccc3c(c2)S(=O)(=O)c2ccccc2C3=O)cc1 the results were FEN1 inh -1%.

Continued; the last 3 above are carried over.
CCc1ccccc1S(=O)(=O)Cc1ccc(C(=O)NC(C)C)o1 was read as FEN1 inh -13%.
`CC(C)N1CC(COc2ccccc2Cl)OC1=O` (stereo not given) gave FEN1 inh -8%.
For CC(C)(C)c1ccc(NC(=O)c2ccc3c(c2)S(=O)(=O)c2ccccc2C3=O)cc1 the results were FEN1 inh -1%.
CCN(CC)CCOC(=O)C(Cc1ccco1)Cc1cccc2ccccc12 (stereo not given) was read as FEN1 inh 4%.
COc1ccc(OC)c2sc(N3CCN(c4ccccc4)CC3)nc12 was read as FEN1 inh -20%.
For COc1cc(-c2nnc(COC(=O)c3cccn3C)o2)cc(OC)c1OC the results were FEN1 inh -2%.
CCCCC(=O)OC1CCC2C3CCc4cc(O)ccc4C3CCC12C (stereo not given) was read as FEN1 inh -23%.
`COc1ccccc1CC(O)CC1c2c(cc3c(c2OC)OCO3)CCN1C` (stereo not given) gave FEN1 inh -19%.
For O=C1CCCCC1Sc1ccc(Cl)cc1[N+](=O)[O-] (stereo not given) the results were FEN1 inh -7%.
`Cc1ccc(NC(=S)NNc2ccc(C(=O)O)cc2[N+](=O)[O-])cc1C` gave FEN1 inh 0%.
Screening COC(=O)/C=C/c1cc(F)ccc1S(=O)(=O)Nc1ccccc1 returned FEN1 inh -17%.
CN(C)CCC1(C2=CCCC2)CC/C(=C/c2ccc(Cl)cc2)C1=O (stereo not given) was read as FEN1 inh -10%.
O=C(Cc1ccc(Oc2ccccc2)cc1)NO was read as FEN1 inh -16%.

An excerpt from above in order of molar mass, low to high.
Nc1ccc2c(c1)Cc1cc(Cl)c(Cl)cc1-2 was read as FEN1 inh -2%.
Screening COC(=O)/C=C/c1cc(F)ccc1S(=O)(=O)Nc1ccccc1 returned FEN1 inh -17%.
For CCCS(=O)(=O)c1ncc(Cl)c(C(=O)Nc2sc3c(c2C(=O)NCC)CCCC3)n1 the results were FEN1 inh 0%.

(more compounds)
`Cc1ccc(Cn2c(C(C)Nc3nc(-c4ccc(F)cc4)cs3)nc3cc(C(F)(F)F)ccc32)cc1` (stereo not given) gave FEN1 inh 1%.
Screening O=C(Cc1ccc(NC(=O)C2CCCN(C(=O)CCc3ccccc3)C2)cc1)Nc1cccc(C(=O)N2CCCC2)c1 (stereo not given) returned FEN1 inh -5%.
Screening O=C(NC1=CC(=O)c2ccccc2C1=O)c1ccccc1 returned FEN1 inh -36%.
`CCN1C[C@@H]2[C@@H]3C(=O)N(Cc4ccccc4)C(=O)[C@@H]3[C@](C)(C1=O)N2C(=O)c1ccc(Cl)cc1` gave FEN1 inh -2%.
`COc1ccc(OCCN2CCCC2)cc1Nc1nnc(Cl)c(Nc2ccccc2S(C)(=O)=O)n1` gave FEN1 inh inconclusive.
